Screening results deposited in PubChem by The Scripps Research Institute Molecular Screening Center.
GBA enhancer: enhancers of human beta-glucosidase activity in Gaucher fibroblasts; P04062; L444P Gaucher fibroblasts, 4-MU-glucoside fluorescence, 3 days; activation, % at 10 µM; 30,000 tested, 0.44% active; AID 784; in the data active = activation above about 65%;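 note: 0% = vehicle wells and 100% = positive control wells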
Target sequence (P04062 whole entry L483P): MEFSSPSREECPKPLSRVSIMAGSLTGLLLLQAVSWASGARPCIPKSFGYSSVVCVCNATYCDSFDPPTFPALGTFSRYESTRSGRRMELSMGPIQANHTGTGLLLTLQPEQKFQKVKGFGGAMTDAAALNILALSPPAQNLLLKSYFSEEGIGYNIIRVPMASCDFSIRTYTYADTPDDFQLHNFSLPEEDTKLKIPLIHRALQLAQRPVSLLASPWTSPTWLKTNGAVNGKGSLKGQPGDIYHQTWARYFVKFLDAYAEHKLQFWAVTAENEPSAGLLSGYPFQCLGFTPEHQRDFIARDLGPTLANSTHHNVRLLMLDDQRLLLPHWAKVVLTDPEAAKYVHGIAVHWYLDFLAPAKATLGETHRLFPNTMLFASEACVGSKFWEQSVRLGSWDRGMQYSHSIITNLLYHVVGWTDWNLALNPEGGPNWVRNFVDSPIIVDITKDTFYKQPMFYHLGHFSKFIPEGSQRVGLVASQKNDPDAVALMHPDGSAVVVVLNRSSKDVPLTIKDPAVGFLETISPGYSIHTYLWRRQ
Numbers without * were called inactive.

canonical_smiles,GBA enhancer
CC1CN(c2ccccc2)C(=O)CS1 (stereo unspecified),-10
COc1ccccc1OC(=O)c1ccc(SC)cc1OC,-13
CC(=O)c1cccc(NC(=O)CSc2nnc(-c3ccc(S(=O)(=O)N4CCCC4)cc3)o2)c1,-6
COc1ccccc1C(=O)NCCn1ccc2ccccc21,8
CN(C(=O)CCN1C(=O)C(C)(C)Nc2ccccc21)c1ccccc1,-10
COc1ccc(OC)c(N=c2oc3c(OC)cccc3cc2C(=O)NCc2ccco2)c1,-6
COC(=O)c1cccc(NC2CC(=O)N(c3ccc(OC)c(OC)c3)C2=O)c1 (stereo unspecified),-1
COc1cccc(C2=NOC(C(=O)NCc3ccc(F)cc3)C2)c1 (stereo unspecified),-13

Some of the entries above in a different format:
> CN(C(=O)CCN1C(=O)C(C)(C)Nc2ccccc21)c1ccccc1
  GBA enhancer: -10
> COc1ccc(OC)c(N=c2oc3c(OC)cccc3cc2C(=O)NCc2ccco2)c1
  GBA enhancer: -6
> COC(=O)c1cccc(NC2CC(=O)N(c3ccc(OC)c(OC)c3)C2=O)c1 (stereo unspecified)
  GBA enhancer: -1
> COc1cccc(C2=NOC(C(=O)NCc3ccc(F)cc3)C2)c1 (stereo unspecified)
  GBA enhancer: -13

Remaining list, next part.
canonical_smiles,GBA enhancer
CCCCCCn1c(N2CCN(c3cccc(Cl)c3)CC2)nc2c1c(=O)[nH]c(=O)n2C,-7
CN(C)S(=O)(=O)c1ccc(C(=O)OCc2ccc(C#N)cc2)cc1,28
CN(C)c1nc(N)nc(CSc2nnnn2C)n1,1
C=CCC1(O)C(=O)Nc2ccccc21 (stereo unspecified),4
CC(=O)N1CCc2cc(S(=O)(=O)CCC(=O)N3CCN(c4ccccn4)CC3)ccc21,-35
COCCCNc1nc(=S)[nH]c2cc(OC)c(OC)cc12,8
CCOC(=O)C1CCN(C2CC(=O)N(c3ccc(OCC)cc3)C2=O)CC1 (stereo unspecified),-11
O=C(CSc1nc2ccccc2o1)NCC(=O)c1ccccc1,37
O=C(O)C1C2C=CC(C2)C1C(=O)N1CCc2ccccc21 (stereo unspecified),-30
CCOCCc1nnc(NC(=O)CSc2ccccc2)s1,2
CC(=O)c1cccc(NC(=O)N2CCCC2C(=O)NC2CCCCC2)c1 (stereo unspecified),-10
CCn1cc(Br)c(-c2nc3ccccc3c(=O)n2N)n1,-3
CCOc1ccc(-c2nnn(CC(=O)NCc3ccc(OC)cc3)n2)cc1OCC,-26
COc1ccc(-c2cc(C(F)(F)F)nc(N3CCOCC3)n2)cc1OC,-15
CC1(C)CC(=O)c2cc(C(=O)Nn3cnnc3)c(=O)n(-c3ccccc3)c2C1,-38
CCOC(=O)C1CCCN(C(=O)CCC(=O)Nc2ccc3nc(N4CCOCC4)cc(C)c3c2)C1 (stereo unspecified),-5
CCC(CO)n1cnnc1-c1ccncc1 (stereo unspecified),7
O=C(CSc1nnc(CN2CCOCC2)n1-c1ccccc1)N1CCc2ccccc21,-6
CCOC(=O)N1CCN(C(=O)Nc2sc3nc4n(c(=O)c3c2C)CCC(C)CC4)CC1 (stereo unspecified),0
O=C(O)c1ccc(N2CCCCCC2)c(N2C(=O)c3ccccc3C2=O)c1,5
CS(=O)(=O)N1CCCC(C(=O)NCCCN2CCN(Cc3ccccc3)CC2)C1 (stereo unspecified),-10
CCCN1C(=O)NC2(O)C(=O)c3ccccc3C12O (stereo unspecified),-1
Cc1ccc(N(CC(=O)N2CCc3ccccc32)C2=NC(=O)CS2)cc1,-22
Cc1ccc(C(=O)CC2(O)C(=O)N(Cc3ccc4c(c3)OCO4)c3ccccc32)cc1 (stereo unspecified),-4
COCCN(CCOC)C(=O)c1cc2c(=O)n3ccccc3nc2s1,-28
CCc1ccc(OC)c(S(=O)(=O)Nc2ccccc2C)c1,-53
Cc1ccc(Nc2nc(N)nc(CN3CCN(C)CC3)n2)cc1,4
CCC1(C)Cc2c(sc3c2c(=O)n(C)c2nnc(SCC(=O)c4ccccc4)n32)CO1 (stereo unspecified),-61
CC1Cc2cc(/C(O)=C3/C(=O)C(=O)N(CCCN(C)C)C3c3ccncc3)ccc2O1 (stereo unspecified),3
CCC12CN(C(=O)c3ccc(OC)cc3)CC(CC)(CN(C(=O)c3ccc(OC)cc3)C1)C2=O,-11
Cc1c(C(=O)Nc2ccccc2)sc2nc(-c3ccccc3)cn12,56
Cc1nn(-c2ccccc2)c2nc(-c3ccncc3)cc(C(=O)NCc3ccco3)c12,32
CCc1ccc(CNC(=O)CN2C(=O)COc3ccccc32)cc1,-25
O=C(Nc1ncc(Cc2ccccc2)s1)c1cccs1,31
COCc1cc(C2C(C(=O)c3ccco3)=C(O)C(=O)N2CCOCCO)ccc1O (stereo unspecified),-16
CC(=O)NCc1cccc(CNC(C)=O)n1,-10
O=C(COC(=O)C(O)c1ccccc1)NC12CC3CC(CC(C3)C1)C2 (stereo unspecified),-4
O=C1[C@@H]2CSCN2C(=O)CN1CCc1cccc(F)c1,-46
CC(C)CNC(=O)c1cc(-c2ccc(Cl)c(Cl)c2)on1,-8
Cc1ccnc(N2CCC(C(=O)Nc3ccc4c(c3)CCC4)CC2)n1,-7
CCCCc1ccc(NC(=O)C2CCCO2)cc1 (stereo unspecified),3
CC(C(=O)NCc1cccs1)n1cccc1 (stereo unspecified),1
Cc1cc(Br)c2c(c1)=C(c1sc(N3CCCCCC3)nc1O)C(=O)N=2,-80
Cc1ccccc1NS(=O)(=O)c1cc(S(C)(=O)=O)ccc1Cl,-14
CCOC(=O)CSc1ncnc2c1nnn2-c1ccc(F)cc1,6
CSc1nc2ccc(NC(=O)C3CC(=O)N(Cc4ccco4)C3)cc2s1 (stereo unspecified),0
CCOC(=O)c1cccnc1SCc1cc(=O)n2ccccc2n1,-9
CCCCn1nnnc1SCC(=O)c1ccc(C)c(C)c1,-4
COc1ccc(S(=O)(=O)N2CCCCC2)cc1Br,-19
C=CCOc1ccccc1/C=c1\sc2nc(=O)c(C)nn2c1=O,-18
COC(=O)C1CCN(C(=O)Cc2ccc(OC)c(OC)c2)CC1,-7
Cn1c(CSCc2ccc(Cl)c(Cl)c2)nnc1SCC(=O)Nc1nccs1,-14
COC(=O)c1c(=O)n(O)c2ccc(OC)cc2[n+]1[O-],16
CCn1c(CSc2nc3ccccc3[nH]2)n[nH]c1=S,-25
Cc1ccc(N)c(C(=O)CCCCC(=O)O)c1,24
CN(C)/C=C(\C#N)c1nc2ccccc2[nH]1,-6

Other compounds:
canonical_smiles,GBA enhancer
Cc1ccc(CSc2nnc(-c3ccc(S(=O)(=O)N4CCCC4)cc3)o2)cc1,-23
CCCCn1c(/N=C/c2cc(OC)ccc2O)nc2ccccc21,-48
COc1ccc(-n2nnc3c(SCC(=O)OCc4ccccc4)ncnc32)cc1,-15
CC(=O)c1c(C)[nH]c(C(=O)Nc2ccc3c(c2)OCCO3)c1C,24
CC(NC(N)=O)C12CC3CC(CC(C3)C1)C2 (stereo unspecified),-5
CC(C)C(c1nnnn1Cc1ccc2c(c1)OCO2)N1CCN(c2ccccc2)CC1 (stereo unspecified),-6
Cc1ccc(-c2cccc(NC(=O)C3C(C(=O)O)[C@@H]4C=C[C@H]3C4)c2)o1 (stereo partly specified),-22
O=C(O)c1cccc(CSc2nnc(COc3ccccc3)o2)c1,-13
COc1ccc(-c2noc(CN(C)S(=O)(=O)c3ccccc3)n2)cc1OC,-15
COC(=O)c1ccccc1NC(=O)C1CCCN(S(=O)(=O)c2ccc(OC)cc2)C1 (stereo unspecified),-4
Cc1ccc(F)c(NC=C2C(=O)OC(C)(C)OC2=O)c1,-2
CCOC(=O)N1CCC(Nc2c(Nc3ccc(C)c(C)c3)c(=O)c2=O)CC1,-28
COc1cccc(N2CCN(Cc3nc4ccccc4c(=O)[nH]3)CC2)c1,-16
Fc1ccc(CNc2nc(-c3ccco3)cc(C(F)(F)F)n2)cc1,-31
COc1ccccc1N1C(=O)N(C(C)=O)C2C1Nc1ccccc1N2C (stereo unspecified),1
COc1ccc(C2c3c(n[nH]c3C)CC(C)(O)C2C(C)=O)cc1OC (stereo unspecified),-47
Cc1ccc(-c2cn3cccnc3n2)cc1NC(=O)c1ccc(Br)o1,10
CCOC(=O)N1CCN(C(=O)CN(c2ccc(OCc3ccccc3)cc2)S(C)(=O)=O)CC1,-19
CC(NC(=O)c1cc2ccccc2o1)C(=O)O (stereo unspecified),-13
Cc1cc(C)n2nc(SCC(=O)c3ccccc3)nc2n1,-37
CCc1nnc(NC(=O)CSc2nnc(C3CCCCC3)n2-c2ccccc2)s1,19
Cc1ccc(-n2c(SCC(=O)Nc3ccc4c(c3)OCCO4)nnc2-c2ccco2)cc1,-10
O=C1CCCC2=C1C1(O)C(=O)c3ccccc3C1(O)O2 (stereo unspecified),0
COc1cccc(N2CCN(C(=O)CCn3c(=S)[nH]c4cc5c(cc4c3=O)OCO5)CC2)c1,14
COCCn1c(C)cc(C(=O)CSc2nnc3scc(-c4ccc(Cl)cc4)n23)c1C,6
O=C(Cn1nnc(-c2cccc(C(F)(F)F)c2)n1)NC(=O)NCc1ccco1,-24
CCCCCc1nnc(NC(=O)C2CCCO2)s1 (stereo unspecified),1
CN(C(=O)CSc1ncccc1C(=O)O)c1ccccc1,-21
COC(=O)c1cc(C(=O)OC)cc(S(=O)(=O)Nc2ccc(Cl)c(N)c2)c1,-5
O=C(c1cccc(F)c1)N1CCN(C(=O)c2cc(-c3ccc(Cl)cc3Cl)on2)CC1,-9
COc1cc(C)c(Br)cc1S(=O)(=O)N1CCCC1,-23
Cc1cc(Br)c(S(=O)(=O)n2nnc3ccccc32)cc1C,-2
O=C(Nc1ncnc2sc3c(c12)CCC3)c1ccco1,2
COc1cc(C(=O)NCCC(=O)NC2CCCCCCC2)cc(OC)c1OC,0
CC(=O)Nc1cn(C(C)=O)c(C)n1,-6
CCOC(=O)c1c(C)[nH]c(C(=O)CSc2nnc(CC(C)c3ccccc3)o2)c1C (stereo unspecified),-18
Brc1cccc(-c2nnc3n2CCCCC3)c1,-6
CCOC(=O)c1cc(-c2ccco2)nc2c1c(C)nn2-c1ccccc1,23
CCOC(=O)c1sc(=N)n(-c2ccc(OC)cc2)c1C,5
Cc1nn(-c2nc3ccccc3n2Cc2ccccc2)c2c1C(=O)CC(C)(C)C2,-20
COc1ccccc1CN1CC(C(=O)N2CCN(c3ccc(F)cc3)CC2)CC1=O (stereo unspecified),-3
CCCN1CCN(C(=O)c2cn(CC(C)C)c(=O)c3cc(OC)c(OC)cc23)CC1,2
CCn1cc(NC(=O)Nc2ccccc2C(=O)OC)c(C(N)=O)n1,-19
Cc1cnc(C(=O)Nc2ccc3c(c2)CCC3)cn1,0
CC(C)Cn1cc(C(=O)NCCCN2CCCC2=O)c2c3ccccc3n(C)c2c1=O,-13
Cc1ccc(SC(C)c2nc(-c3cccnc3)no2)cc1 (stereo unspecified),-11
Cn1c(=O)c2c(nc(N3CCCCCC3)n2CC(=O)c2ccccc2)n(C)c1=O,-25
Cc1ccc(S(=O)(=O)N(C)c2ccc(OCC(=O)OCc3c(C)noc3C)cc2)cc1,4
CCOc1nc(-c2ccccc2O)nc2ccccc12,3
CCCn1c(SCC(=O)NC)nnc1C(C)C,-5
O=C(CN(C1CCCCC1)S(=O)(=O)c1ccccc1)N1CCCC1,-9
Cc1cccc(Nc2nc(N)nc(CN3CCN(C)CC3)n2)c1,10
COC(=O)C1Sc2[nH]c(=O)sc2C2c3ccccc3OC(=O)C12 (stereo unspecified),-6
Cc1cc(C)cc(N(C(=O)C2CCCC2)C2C=CS(=O)(=O)C2)c1 (stereo unspecified),-25
COc1ccccc1-c1nc(S(=O)(=O)c2ccc(Cl)cc2)c(N(C)C)o1,-7
Cn1c(SCc2cccc3ccccc23)nnc1-c1ccco1,9

Part of the list above, with each value named:
smiles: CCCn1c(SCC(=O)NC)nnc1C(C)C
- GBA enhancer: -5
smiles: CCOc1nc(-c2ccccc2O)nc2ccccc12
- GBA enhancer: 3
smiles: Cc1cc(C)cc(N(C(=O)C2CCCC2)C2C=CS(=O)(=O)C2)c1 (stereo unspecified)
- GBA enhancer: -25
smiles: COc1ccccc1-c1nc(S(=O)(=O)c2ccc(Cl)cc2)c(N(C)C)o1
- GBA enhancer: -7

Next structures follow.
canonical_smiles,GBA enhancer
CCc1cccc(NC(=O)Cn2cccc2)c1,7
CC(C)CCSc1nc(N)c(C#N)cc1C#N,-43
COc1nc(C#N)nc(N(C)C)n1,-3
C=CCn1c(=O)c(C(=O)Nc2ccccc2OC)c(O)c2ccccc21,16
CSc1ccccc1NC(=O)c1ccc(C)o1,-4
CC(C)(Oc1cccc2ccccc12)C(=O)O,-5
O=C(CN1CCN(c2ccc(F)cc2)CC1)OCc1ccccc1,-10
CCn1cnc2sc(C(=O)O)c(C)c2c1=O,0
O=C(Nc1ccccc1)N(CCc1nc2ccccc2[nH]1)C1CCCC1,6
COc1cc(C)nc(N2CCCC(C(=O)Nc3cccc(Cl)c3Cl)C2)n1 (stereo unspecified),-12
CC(SCCc1ccccn1)C(=O)O (stereo unspecified),1
ON1C(c2ccc(Cl)cc2Cl)N(O)[C@H]2CCCC[C@H]21 (stereo partly specified),-70
COc1ccc(S(=O)(=O)N2CCC(C(=O)N3CCN(c4ccccc4OC)CC3)CC2)cc1,-45
Fc1ccc(-c2nnc3sc(C4COc5ccccc5O4)nn23)cc1 (stereo unspecified),-9
Cn1c(=O)cc(SCC(=O)N2CCCC2)c2ccccc21,-5

Only part of the results is shown; the hit share may differ from the screen's.
